GSTO1 counter = counter-screen for RBBP9 inhibitors: inhibitors of human GSTO1; P78417; recombinant GSTO1, activity-based probe fluorescence polarization; inhibition, % at 5.96 µM; hit rate 1.1% among 300,000;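 active means inhibition above the campaign mean inhibition plus 3 SD, cut at about 35% in these data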;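 further: 0% = GSTO1-1 with DMSO and 100% = wells lacking GSTO1-1 enzyme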
Target sequence (P78417 whole entry, looked up): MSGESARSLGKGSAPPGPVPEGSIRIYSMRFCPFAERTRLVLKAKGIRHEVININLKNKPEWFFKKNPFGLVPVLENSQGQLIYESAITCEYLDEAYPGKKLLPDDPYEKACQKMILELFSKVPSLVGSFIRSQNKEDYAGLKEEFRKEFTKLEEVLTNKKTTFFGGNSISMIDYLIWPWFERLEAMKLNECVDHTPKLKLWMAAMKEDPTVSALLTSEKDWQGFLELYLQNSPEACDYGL
PAFAH1B3 FP inh = PAFAH1B3 (human) inhibition; Q15102; recombinant PAFAH1B3, FP-rhodamine probe, fluorescence polarization; inhibition, % at 3.39 µM; hit rate 0.28% among 340,000;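 active means inhibition above the screen-wide average of all tested compounds plus 3 SD, cut at about 25% in these data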;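 further: 0% = enzyme with DMSO only and 100% = wells lacking PAFAH1B3 protein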
Target sequence (Q15102 whole entry, looked up): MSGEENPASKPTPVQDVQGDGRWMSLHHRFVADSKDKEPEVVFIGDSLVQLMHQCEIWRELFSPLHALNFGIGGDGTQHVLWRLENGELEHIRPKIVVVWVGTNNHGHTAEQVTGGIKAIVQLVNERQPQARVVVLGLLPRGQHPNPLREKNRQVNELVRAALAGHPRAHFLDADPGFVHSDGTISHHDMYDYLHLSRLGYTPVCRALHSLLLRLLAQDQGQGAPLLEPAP
PAFAH1B2 FP inh = PAFAH1B2 (human) inhibition | P68402 | recombinant PAFAH1B2, FP-rhodamine activity probe, fluorescence polarization | inhibition, % at 3.39 µM | hit rate 1.2% among 340,000;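 active means inhibition above the mean of all tested compounds plus 3 SD, cut at about 24% in these data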;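 further: 0% = enzyme with DMSO and 100% = wells lacking PAFAH1B2; many of its hits are not listed in these tables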
Target sequence (P68402 whole entry, looked up): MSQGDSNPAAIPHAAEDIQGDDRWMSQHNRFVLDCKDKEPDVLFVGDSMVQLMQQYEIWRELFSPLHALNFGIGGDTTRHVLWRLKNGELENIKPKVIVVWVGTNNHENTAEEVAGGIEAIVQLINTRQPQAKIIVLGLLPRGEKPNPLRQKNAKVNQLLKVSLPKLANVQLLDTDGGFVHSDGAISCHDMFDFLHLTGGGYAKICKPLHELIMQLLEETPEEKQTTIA
PAFAH2 FP inh = PAFAH2 (human) inhibition; hit rate 0.99% among 340,000; recombinant PAFAH2, FP-rhodamine activity probe, fluorescence polarization; inhibition, % at 3.39 µM; Q99487;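 active means inhibition above the mean over all tested compounds plus 3 SD, cut at about 30% in these data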;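 further: inhibitors block probe labeling of enzyme so polarization drops; 0% = enzyme with DMSO and 100% = wells lacking PAFAH2 protein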
PAD4 FP inh = inhibitors of human PAD4; Q9UM07; recombinant PAD4, RCA probe fluorescence polarization; inhibition, % at 6.36 µM; hit rate 0.41% among 330,000; AID 485272;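 active means percent inhibition above a cutoff equal to the mean of all tested compounds plus 3 SD, cut at about 15% in these data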;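 further: 0% = PAD4 with RCA probe and DMSO and 100% = probe without PAD4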
pPAFAH inh = inhibitors of human plasma PAF acetylhydrolase (pPAFAH); Q13093; recombinant pPAFAH, FP-rhodamine probe fluorescence polarization; inhibition, % at 3.39 µM; hit rate 1.5% among 330,000; AID 463082;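 active means inhibition above the mean inhibition across the screen plus 3 SD, cut at about 25% in these data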;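 further: inhibitors block binding of the rhodamine activity-based probe so polarization drops; 0% = enzyme with DMSO and 100% = wells lacking pPAFAH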
PREPL inhibitor = inhibits the human prolyl oligopeptidase-like enzyme; Q4J6C6; recombinant PREPL, fluorescence polarization activity-based probe; inhibition, % at 5.96 µM; hit rate 0.68% among 320,000; AID 2751; in the data active means inhibition above about 43%;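 further: 0% = enzyme with DMSO and 100% = wells lacking enzyme; many of its hits are not listed in these tables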
LYPLA2 inh = LYPLA2 (human) inhibition in PME1 counter-screen | O95372 | recombinant LYPLA2, FP-Rh probe fluorescence polarization | inhibition, % at 5.9 µM | hit rate 0.38% among 320,000 | AID 2177;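 active means inhibition above the screen-wide mean plus 3 SD, limit set per campaign, cut at about 26% in these data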;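 further: 0% = LYPLA2 with DMSO and 100% = wells lacking LYPLA2 enzyme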
Target sequence (O95372 whole entry, looked up): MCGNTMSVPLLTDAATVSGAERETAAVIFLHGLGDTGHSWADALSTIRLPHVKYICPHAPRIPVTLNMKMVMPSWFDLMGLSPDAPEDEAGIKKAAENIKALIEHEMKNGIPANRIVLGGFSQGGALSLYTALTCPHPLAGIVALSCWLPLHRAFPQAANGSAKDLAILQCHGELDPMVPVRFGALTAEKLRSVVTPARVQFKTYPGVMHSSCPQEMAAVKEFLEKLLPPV
LYPLA1 inh = LYPLA1 (human) inhibition in PME1 counter-screen; recombinant LYPLA1, FP-Rh probe fluorescence polarization; inhibition, % at 5.9 µM; hit rate 0.16% among 320,000; AID 2174;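 active means inhibition above the mean of all tested compounds plus 3 SD, set per campaign, cut at about 14% in these data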;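 further: inhibitors block serine hydrolase probe labeling of LYPLA1 so polarization falls; 0% = enzyme with DMSO and 100% = wells lacking LYPLA1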
* hit, by the source's call; / = no result given. An excerpt (hit frequency here may not be typical).

SMILES	GSTO1 counter	PAFAH1B3 FP inh	PAFAH1B2 FP inh	PAFAH2 FP inh	PAD4 FP inh	pPAFAH inh	PREPL inhibitor	LYPLA2 inh	LYPLA1 inh
O=C(CN1C(=O)NC(Cc2ccccc2)C1=O)Nc1ccc(OC(F)(F)F)cc1 (centres undefined)	/	-1	3	3	1	0	-2	3	-2
COc1ccccc1OCc1ccc(C(=O)NC(C)c2ccccc2)o1 (centres undefined)	-6	-14	-1	7	-2	3	-7	-7	0
CCOC(=O)C1CCN(C(=O)CN(c2ccc3c(c2)OCCO3)S(C)(=O)=O)CC1	3	7	1	8	4	3	4	-1	2
COC(=O)C(NC(=O)c1ccccc1C)(Nc1ncc(S(=O)(=O)c2ccc([N+](=O)[O-])cc2)s1)C(F)(F)F (centres undefined)	2	6	20	10	-4	1	6	0	-2
CC(OC(=O)Cc1n[nH]c(=O)c2ccccc12)C(=O)Nc1cccc([N+](=O)[O-])c1 (centres undefined)	7	12	1	0	-2	6	3	4	-2
O=C(CN1CCCC1)N/N=C/c1c(O)ccc2ccccc12	38*	4	5	11	-12	14	17	-4	1
CCc1nnc2n1N=C(c1ccc(-c3cc(Cl)ccc3Cl)o1)CS2	-7	6	6	6	-9	3	4	2	-2
CCN(CC(=O)Nc1c(F)cccc1F)C(=O)CCc1nc2cc(S(=O)(=O)N3CCOCC3)ccc2n1C	2	3	4	5	2	3	3	6	-2
CC(OC(=O)c1cccc(-n2cnnn2)c1)C(=O)c1ccccc1 (centres undefined)	0	15	10	5	6	3	-2	9	2
COc1ccccc1N1CCN(C(=O)c2cc(S(=O)(=O)N3CCCCC3)ccc2C)CC1	/	6	-5	-1	-5	-3	12	/	/
COc1cc(/C=N/n2c(C)nc3ccccc3c2=O)ccc1O	1	-6	4	-4	1	4	2	4	2
CCOc1ccccc1C(=O)N1CCC(C(=O)c2ccc(F)cc2)CC1	2	2	3	7	-7	4	5	8	4
Cc1ccccc1Cn1cc(NC(=O)c2noc3c2CC(C(C)(C)C)CC3)cn1 (centres undefined)	2	1	4	-2	-1	-1	13	7	3
Nc1cc(C(=O)OCC(=O)NNC(=O)c2cccs2)ccc1Cl	-11	11	8	5	1	12	0	-3	2
CCOC(=O)COc1ccc2cc(C(=O)OCC)c(=O)oc2c1	5	9	2	3	-3	3	9	4	0

Laid out differently: entries from further up
Under each structure – GSTO1 counter | PAFAH1B3 FP inh | PAFAH1B2 FP inh | PAFAH2 FP inh | PAD4 FP inh | pPAFAH inh | PREPL inhibitor | LYPLA2 inh | LYPLA1 inh
O=C(CN1C(=O)NC(Cc2ccccc2)C1=O)Nc1ccc(OC(F)(F)F)cc1 (centres undefined)
  / | -1 | 3 | 3 | 1 | 0 | -2 | 3 | -2
COc1ccccc1OCc1ccc(C(=O)NC(C)c2ccccc2)o1 (centres undefined)
  -6 | -14 | -1 | 7 | -2 | 3 | -7 | -7 | 0
CCOC(=O)C1CCN(C(=O)CN(c2ccc3c(c2)OCCO3)S(C)(=O)=O)CC1
  3 | 7 | 1 | 8 | 4 | 3 | 4 | -1 | 2
COC(=O)C(NC(=O)c1ccccc1C)(Nc1ncc(S(=O)(=O)c2ccc([N+](=O)[O-])cc2)s1)C(F)(F)F (centres undefined)
  2 | 6 | 20 | 10 | -4 | 1 | 6 | 0 | -2
CC(OC(=O)Cc1n[nH]c(=O)c2ccccc12)C(=O)Nc1cccc([N+](=O)[O-])c1 (centres undefined)
  7 | 12 | 1 | 0 | -2 | 6 | 3 | 4 | -2
O=C(CN1CCCC1)N/N=C/c1c(O)ccc2ccccc12
  38* | 4 | 5 | 11 | -12 | 14 | 17 | -4 | 1
CCc1nnc2n1N=C(c1ccc(-c3cc(Cl)ccc3Cl)o1)CS2
  -7 | 6 | 6 | 6 | -9 | 3 | 4 | 2 | -2
CCN(CC(=O)Nc1c(F)cccc1F)C(=O)CCc1nc2cc(S(=O)(=O)N3CCOCC3)ccc2n1C
  2 | 3 | 4 | 5 | 2 | 3 | 3 | 6 | -2
CC(OC(=O)c1cccc(-n2cnnn2)c1)C(=O)c1ccccc1 (centres undefined)
  0 | 15 | 10 | 5 | 6 | 3 | -2 | 9 | 2
COc1ccccc1N1CCN(C(=O)c2cc(S(=O)(=O)N3CCCCC3)ccc2C)CC1
  / | 6 | -5 | -1 | -5 | -3 | 12 | / | /
COc1cc(/C=N/n2c(C)nc3ccccc3c2=O)ccc1O
  1 | -6 | 4 | -4 | 1 | 4 | 2 | 4 | 2
CCOc1ccccc1C(=O)N1CCC(C(=O)c2ccc(F)cc2)CC1
  2 | 2 | 3 | 7 | -7 | 4 | 5 | 8 | 4
Cc1ccccc1Cn1cc(NC(=O)c2noc3c2CC(C(C)(C)C)CC3)cn1 (centres undefined)
  2 | 1 | 4 | -2 | -1 | -1 | 13 | 7 | 3
Nc1cc(C(=O)OCC(=O)NNC(=O)c2cccs2)ccc1Cl
  -11 | 11 | 8 | 5 | 1 | 12 | 0 | -3 | 2
CCOC(=O)COc1ccc2cc(C(=O)OCC)c(=O)oc2c1
  5 | 9 | 2 | 3 | -3 | 3 | 9 | 4 | 0

Following part.
SMILES	GSTO1 counter	PAFAH1B3 FP inh	PAFAH1B2 FP inh	PAFAH2 FP inh	PAD4 FP inh	pPAFAH inh	PREPL inhibitor	LYPLA2 inh	LYPLA1 inh
CCOC(=O)c1cnc2c(c(C3CC3)nn2C)c1N1CCOCC1	5	/	/	/	2	-1	-4	2	-1
COc1ccc(C2=NN(C(=O)COc3ncnc4ccccc34)C(c3ccco3)C2)cc1 (centres undefined)	10	7	-2	-1	-1	-2	-38	1	-1
COc1cc(NC(=O)CSc2ncnc3c2cnn3Cc2ccccc2)cc(OC)c1	-5	5	1	-7	14	7	-1	-13	-19
CCOC(=O)c1c(S(=O)(=O)Nc2ccccn2)c(C)n(C)c1C	4	8	3	2	-7	1	4	-1	1
Cc1c(NC(=O)c2cccs2)cccc1[N+](=O)[O-]	0	1	1	-7	0	1	-2	4	-2
C=CC1=C(C(=O)O)N2C(=O)[C@@H](NC(=O)/C(=N/OCC(=O)O)c3csc(N)n3)[C@H]2SC1	6	-3	-2	3	-8	-3	3	1	1
COc1cccc(/C=C/C(=O)Nc2ccc3c(c2)OCCO3)c1OC	-2	5	5	-2	4	-1	-13	-4	-7
CC(/C=N/NC(=O)CSc1ccccn1)=C\c1ccc(C(C)C)cc1	0	-3	-1	0	-1	14	-5	20	-3
CC(=O)c1ccc(NC(=S)N2CCN(c3cccc(Cl)c3)CC2)cc1	-4	9	3	6	-5	2	-13	-6	2
O=[N+]([O-])c1cc(Cl)cc(/C=N/NC(=S)Nc2ccc(S(=O)(=O)N3CCOCC3)cc2)c1O	14	23	37*	42*	-8	52*	46*	5	13
C=CCn1c(O)c(C(CC)=NCCN2CCOCC2)c(=O)[nH]c1=O	2	8	-1	-1	1	-3	11	1	4
COC(=O)Cc1nc(NC(=O)c2cccs2)sc1C	5	3	-1	1	1	0	1	0	0
COC(=O)CC1(C(=O)OC)Oc2ccc(Br)cc2C(=O)N1c1ccc(Br)cc1Cl (centres undefined)	9	4	6	1	5	0	-4	-5	-2
COc1cc2[nH]c3c(=O)n(CCN4CCOCC4)cnc3c2cc1OC	15	7	9	-2	-2	-2	8	2	1
O=C(c1ccco1)N1CCCN(Cc2cn[nH]c2-c2ccc(-c3ccccc3)cc2)CC1	-3	5	2	-1	-2	3	-1	5	-3
Cc1ccccc1Nc1nc(N)nc(CSc2nnnn2-c2ccccc2)n1	0	14	13	1	-5	6	0	4	1
O=C(O)CNC(=O)C(CS)Cc1ccccc1 (centres undefined)	3	4	0	4	-3	-2	1	5	4
CCc1ccccc1NC(=O)CN(C)C(=O)Cn1cc(C(F)(F)F)cc(Cl)c1=O	6	11	5	-8	1	7	-7	0	-4
O=C(CNC(c1ccccc1)c1ccccc1)Nc1ccc(F)cc1	2	9	10	-7	4	9	6	0	0
O=C(COc1ccc(/C=N/NC(=O)c2ccccc2Br)cc1)Nc1ccccc1	1	-4	1	-3	-3	-5	-8	-1	-6
COc1cc(NC(=O)c2ccc(OC)c([N+](=O)[O-])c2)ccc1NC(=O)c1cccs1	-1	0	-2	-3	-2	8	0	5	1
Cc1sc2nc(C3CC3)nc(N3CCN(S(=O)(=O)c4ccc(F)cc4)CC3)c2c1C	3	5	0	1	3	2	-11	-8	-4
CC(=O)c1cccc(NC(=O)c2cccc(NC(=O)c3ccco3)c2)c1	5	14	4	-1	-2	6	20	2	-2
O=C(Nc1ccccc1)N1CCc2c([nH]c3ccccc23)C1C(F)(F)F (centres undefined)	-7	7	1	4	-4	1	9	-2	-1
O=C(Cn1cccn1)N1CCCC(N2CCN(Cc3ccc4c(c3)OCO4)CC2)C1 (centres undefined)	4	5	2	-4	3	1	20	12	1
COc1ccc(C(=O)Nc2ccnc(-c3cccnc3)n2)cc1	-1	2	1	0	-1	1	-3	2	0
CCOC(=O)c1cccc(NC(=O)CCS(=O)(=O)c2cccs2)c1	0	1	0	2	-7	1	3	-4	-3
CC(C)NC(=O)CN(c1cccc([N+](=O)[O-])c1)S(=O)(=O)c1ccccc1	7	5	5	6	2	1	10	7	3
CCn1nc(C)c(CN2CCCCC2C(=O)Nc2ccc(Oc3cccnc3)cc2)c1C (centres undefined)	6	-3	1	-4	2	-1	8	8	2
O=C(COC(=O)c1ccc(NS(=O)(=O)c2cccs2)cc1O)Nc1nc2ccccc2s1	6	-8	-19	-6	-8	2	-12	-10	-10
O=C(CN1C(=O)CCS(=O)(=O)c2ccccc21)NCc1ccc(F)cc1	7	7	4	-5	-2	1	10	-2	2
Cc1ccc(S(=O)(=O)Nc2nc3ccc(S(C)(=O)=O)cc3s2)cc1	-4	4	0	3	2	-3	-2	-2	-1
Cc1ccc(C(=O)N=c2sccn2C)cc1S(=O)(=O)N1CCOCC1	8	10	2	4	1	2	19	5	5
O=S1(=O)c2ccccc2OC(COCc2ccccc2)CN1C1CC1 (centres undefined)	/	10	3	-2	4	3	/	/	/
CC1(C)OC(=O)C(=NNc2ccc(Br)cc2)C(=O)O1	1	3	-3	-6	-4	3	25	5	5
CCOc1ccc(NC(=O)CCS(=O)(=O)c2ccc3c(c2)CCCN3C(=O)CC)cc1	5	-1	-9	-16	-1	-1	8	-7	-1
Cc1ccc(-c2nn(-c3ccccc3)cc2CO)o1	1	5	4	2	-3	4	2	4	1
O=C(O)CNc1nc(-c2ccccc2)nc2ccccc12	-4	2	2	0	-2	-1	0	0	0
Cc1cccc(C)c1OCCSc1nc2ccccc2n1CC(=O)O	-4	3	6	-1	0	2	-12	4	0
Nc1nonc1-n1nnc(C(=O)N/N=C/c2cccs2)c1-c1ccc2c(c1)OCO2	-5	6	-4	2	-3	6	11	6	2
COc1ccc(NC(=O)C2(N(CC(C)C)C(=O)Cn3nnnc3N)CCCCC2)cc1	0	-5	17	-4	-3	-4	14	-1	1
COc1ccc2c(CC(=O)OCC(=O)Nc3ccccc3[N+](=O)[O-])coc2c1	-4	4	1	6	-2	12	31	-5	-4
N#CCCn1cc(C(=O)NCc2ccccc2)c(-c2cccs2)n1	-4	2	1	1	5	-4	3	-2	1
COc1ccc(CCNC(=O)CS(=O)(=O)Cc2nc(-c3ccc(C)cc3)oc2C)cc1OC	-3	1	2	-1	-2	-3	20	4	1
O=C(CSc1nnnn1-c1ccccc1)Nc1ncc(Cc2ccccc2Cl)s1	4	4	7	-2	-1	-2	-13	-1	0
CC(=O)c1c(C)[nH]c(C(=O)OC(C)C(=O)Nc2cc(S(=O)(=O)N3CCCCC3)ccc2Cl)c1C (centres undefined)	-2	-8	-1	4	2	4	-1	6	-3
